# Source: PubChem (several laboratories)
# PP1 inh: PP1-alpha phosphatase inhibitors, primary screen, counter-screen for PP5 inhibitor project, biochemical, fluorescence, OMFP substrate, single point | purified PP1alpha | inhibition, % at 6.7 µM | 320,000 compounds, 0.9% hits;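 active means inhibition above the mean inhibition of all tested compounds plus 3 SD, computed separately for each screening campaign, cut at about 15% in these data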
# Target sequence (P62136 whole entry, looked up): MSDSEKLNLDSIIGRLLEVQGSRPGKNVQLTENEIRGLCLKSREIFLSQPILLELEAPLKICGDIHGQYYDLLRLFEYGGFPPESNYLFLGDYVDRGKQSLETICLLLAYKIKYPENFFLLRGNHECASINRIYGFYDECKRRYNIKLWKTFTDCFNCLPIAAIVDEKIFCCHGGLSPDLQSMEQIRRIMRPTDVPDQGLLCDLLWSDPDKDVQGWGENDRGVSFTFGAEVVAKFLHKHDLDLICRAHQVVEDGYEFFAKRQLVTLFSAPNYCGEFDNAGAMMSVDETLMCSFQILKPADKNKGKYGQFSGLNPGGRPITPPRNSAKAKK
# core dimer inh: inhibitors of HCV core protein dimerization, primary screen, biochemical, TR-FRET, high-throughput. TR-FRET GST/Flag-core106 dimerization, 1536-well. 300,000 compounds, 0.33% hits. inhibition, % at 5 µM;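 active means inhibition above the mean of all tested compounds plus 3 SD, set per screening campaign, cut at about 45% in these data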
#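 Test system: GST/Flag-tagged HCV core106 proteins; Medium: KF-containing HEPES buffer, pH 7.45, DTT, CHAPS, BSA; Times: compound-protein-antibody incubation 4 h at 22.5 °C; Detection: TR-FRET 671 and 617 nm emission; Benchmarks: wells lacking GST-core106 and wells with excess unlabelled core106.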
# procasp3 activ: activators of human procaspase-3 D3A mutant, primary screen, biochemical, absorbance, PC-3 D3A mutant, single concentration | Caspase-3 (Homo sapiens), P42574 | recombinant procaspase-3 D3A, Ac-DEVD-pNA absorbance 405 nm | activation, % at 8.5 µM | 330,000 compounds, 0.11% hits;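 active means activation above the mean of all tested compounds plus 3 SD, cut at about 21% in these data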;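 further: 0% = DMSO alone and 100% = DMSO wells spiked with extra 5 µM PC-3 D3A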
#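 assay system = Procaspase-3 D3A mutant | signal = absorbance at 405 nm, 0 and 120 min | times = 1 h preincubation plus 2 h reaction at 25 °C | repeats = single replicate | read-out = % activation between DMSO and enzyme-spiked controls | medium = Zinc-free HEPES saline buffer with Triton X-100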
# procasp7 counter: procaspase-7 activators, primary screen, counter-screen for procaspase-3 activator project, biochemical, absorbance, HTS, human; Caspase-7 (Homo sapiens), P55210; recombinant procaspase-7, Ac-DEVD-pNA absorbance 405 nm; D23A/D198A/D206A triple mutant, cannot self-cleave; scale: DMSO 0, 5 µM enzyme 100; activation, % at 8.5 µM; 330,000 compounds, 0.093% hits;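 active means percent activation above the screen-wide mean plus 3 SD, cut at about 25% in these data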
# Target sequence (P55210 whole entry D23A/D198A/D206A): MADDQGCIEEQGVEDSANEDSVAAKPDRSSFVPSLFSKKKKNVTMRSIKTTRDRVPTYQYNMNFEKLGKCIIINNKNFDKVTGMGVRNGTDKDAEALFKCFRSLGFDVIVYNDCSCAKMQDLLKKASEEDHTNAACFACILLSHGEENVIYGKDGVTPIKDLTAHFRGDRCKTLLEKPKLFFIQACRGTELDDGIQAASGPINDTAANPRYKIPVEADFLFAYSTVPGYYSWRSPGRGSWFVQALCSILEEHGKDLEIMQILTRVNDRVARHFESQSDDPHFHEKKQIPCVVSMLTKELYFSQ
#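 Detection: p-Nitroaniline absorbance at 405 nm, read at 0 and 120 min; system: Uncleavable procaspase-7 mutant enzyme; evaluation: % activation from two-timepoint absorbance difference, scaled to controls; times: 1 h enzyme–compound preincubation and 2 h substrate reaction, both 25 °C; buffer or medium: Zinc-free HEPES pH 7.4 with 300 mM NaCl, 0.01% Triton X-100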
# GASC-1 inh: inhibitors of GASC-1 histone demethylase, primary screen, biochemical, fluorescence, DELFIA europium; Lysine-specific demethylase 4C (Homo sapiens), Q9H3R0; GST-JMJD2C(1-420) H3K9me3 demethylation; inhibition, % at 2.35 µM; 330,000 compounds, 0.069% hits; AID 2099, 2009;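 active means more than half of a compound's replicate wells show inhibition beyond 50%, single wells judged on their own value; inconclusive means some, but no more than half, of replicates pass 50% inhibition; inactive means no replicate passes 50% inhibition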;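 further: signal counts dimethyl H3K9 product captured on neutravidin plate; 0% = median of DMSO wells and 100% = 0.3 times that DMSO median; strong numbers were not always called active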
# Target sequence (Q9H3R0 1-420 limits assumed): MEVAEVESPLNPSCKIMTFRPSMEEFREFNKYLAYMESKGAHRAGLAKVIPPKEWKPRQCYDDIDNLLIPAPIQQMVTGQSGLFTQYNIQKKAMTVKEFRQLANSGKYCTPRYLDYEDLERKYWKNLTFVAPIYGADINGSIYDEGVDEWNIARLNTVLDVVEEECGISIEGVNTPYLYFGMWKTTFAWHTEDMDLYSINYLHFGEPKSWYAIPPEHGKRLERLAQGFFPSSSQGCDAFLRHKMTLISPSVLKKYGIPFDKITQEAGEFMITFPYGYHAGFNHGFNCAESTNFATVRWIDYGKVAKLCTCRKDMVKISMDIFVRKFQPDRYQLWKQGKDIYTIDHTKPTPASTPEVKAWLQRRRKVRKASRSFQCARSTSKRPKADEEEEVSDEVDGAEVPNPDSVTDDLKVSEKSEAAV
# VLA-4 inh: inhibition in human VLA-4 binding assay, primary screen, VLA-4 allosteric modulator project, MLPCN library, flow cytometry, VLA-4 expressing cells | ligand binding flow cytometry | inhibition, % (about 7 µM as worked out from the volumes in the protocol) | 330,000 compounds, 0.2% hits | AID 2557, 2010; in the data active means inhibition above about 50%
# PP5 inh: PP5 phosphatase inhibitors, primary screen, biochemical, fluorescence. inhibition, % at 6.7 µM. 320,000 compounds, 0.18% hits. Serine/threonine-protein phosphatase 5 (Homo sapiens), P53041. purified PP5c, OMFP substrate fluorescence;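 active means inhibition above the campaign's mean inhibition across all tested compounds plus 3 SD, cut at about 9.5% in these data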;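 further: 0% = DMSO only and 100% = 100 µM cantharidin control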
# CTSL1 counter: Fasciola hepatica cathepsin L1 inhibitors, primary screen, counter-screen for PFM18AAP inhibitor project, biochemical, QFRET, fluorogenic peptide substrate | recombinant F. hepatica cathepsin L1, Z-Leu-Arg-MCA fluorescence | AID 1906, 2009 | inhibition, % at 5.96 µM | 300,000 compounds, 0.49% hits;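 active means inhibition above the mean of all tested compounds plus 3 SD, set per screening campaign, cut at about 17% in these data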;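 further: 0% = plate median of test compound wells and 100% = 1 µM Z-Phe-Ala-diazomethylketone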
# GRK2 inh: compounds blocking aptamer binding on GRK2 – biochemical, human GRK2, bead flow cytometry, HTS, primary screen. Beta-adrenergic receptor kinase 1 (Homo sapiens), P25098. FAM-aptamer displacement from GRK2. inhibition of aptamer binding, % at 10 µM. 330,000 compounds, 0.59% hits;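 active means inhibition of aptamer binding above 40%, roughly 3 SD of noise, on plates passing a quality check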;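 further: median bead fluorescence of bound FAM aptamer so fluorescent compounds give negative values; no value below 0 was filed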
# Numbers without * were called inactive; ? = inconclusive; nt = no result given; & = joins results of further samples.
SMILES,PP1 inh,core dimer inh,procasp3 activ,procasp7 counter,GASC-1 inh,VLA-4 inh,PP5 inh,CTSL1 counter,GRK2 inh
N#Cc1ccc(CSc2nnc(-c3cnccn3)o2)cc1,-2,1,4,13,7,-7,-2.2,-1,0
CCN(CC)CC(C)(C)NS(=O)(=O)c1ccc(Cl)cc1,-5,-1,-13,1,9,17,3.6,-4,0
Cc1ccc(C(=O)CC(C(=O)O)P(=O)(c2ccccc2)c2ccccc2)cc1 (stereo not drawn),-2,3,0,-6,6,5,-0.8,-1,0
O=C(O)CSc1nnc(COc2cccc3ccccc23)n1Cc1ccccc1,0,8,7,0,-16,2,-1.2,4,1
O=C(CN1CCSC1=NCc1ccccc1)c1ccc(Cl)c(Cl)c1,5,-4,0,-6,-13,3,1.4,3,0
CCOc1cc(C2NC(=O)N(C)C(C)=C2C(=O)OC)cc(Br)c1O (stereo not drawn),-2,-1,-6,10,15&2,-52,0.8,-1,0
Cc1cc(C)c(C#N)c(SCc2ccc(C(=O)O)cc2)n1,-1,2,-5,6,-2,-9,4.8,-5,0
CC(=O)Nc1ccc(C(=O)OCC(=O)c2cccc([N+](=O)[O-])c2)cc1,1,-2,1,1,3,-4,-1.1,5,0
O=C(NCC1COc2ccccc2O1)c1ccco1 (stereo not drawn),1,-6,-2,5,-5,-70,-2.8,-1,3
COCCCN(CC(=O)Nc1ccc(N2CCOCC2)cc1)S(=O)(=O)c1ccc(Cl)cc1,-1,2,-1,2,2,6,3.4,-3,4
Cc1nc2c(C(=O)Nc3ccc(N4CCCC(O)C4)cc3)snc2c(=O)[nH]1 (stereo not drawn),2,-1,0,-6,-22,6,0.7,2,2
O=C(C1CC(c2ccc(F)cc2)=NO1)N1CCCCC1 (stereo not drawn),-1,-1,1,10,3,14,1.6,-1,0
Cc1cccc(NC(=S)N2CCC(C(N)=O)(N3CCCCC3)CC2)c1C,-4,7,-4,6,-9,-19,-1.1,6,0
O=C1CC(c2cccc(F)c2)c2c(c3ccccc3[nH]c2=O)O1 (stereo not drawn),-4,-3,-6,7,-33,3,0.4,0,1
CC(=O)Nc1ccc(-n2nnnc2SCC(=O)Nc2cccc(NC(=O)c3ccco3)c2)cc1,1,-1,4,5,-7,3,-0.8,-2,1

# The list goes on (two carried over from the part before).
SMILES,PP1 inh,core dimer inh,procasp3 activ,procasp7 counter,GASC-1 inh,VLA-4 inh,PP5 inh,CTSL1 counter,GRK2 inh
O=C1CC(c2cccc(F)c2)c2c(c3ccccc3[nH]c2=O)O1 (stereo not drawn),-4,-3,-6,7,-33,3,0.4,0,1
CC(=O)Nc1ccc(-n2nnnc2SCC(=O)Nc2cccc(NC(=O)c3ccco3)c2)cc1,1,-1,4,5,-7,3,-0.8,-2,1
Cc1[nH]c2ccccc2c1C(=O)COC(=O)C1CCC(=O)N1 (stereo not drawn),-3,-2,-2,4,-12,-3,1.5,1,0
CCC(=O)OC1CC(C)N(C(=O)c2ccccc2)c2ccc(C)cc21 (stereo not drawn),0,4,10,12,13,-3,-0.2,-1,0
CCOC(=O)C(=Cc1ccc(F)cc1)C(=O)OCC,-4,-2,-7,-2,-4,-12,-7.5,4,0
CCN(CC)C(=O)C[n+]1cccc(/C=N/O)c1,-4,8,4,-1,-4,7,0.5,0,1
Cc1ccc(C(=O)c2cc([N+](=O)[O-])ccc2N2CCOCC2)cc1C,9,-5,-13,-25,1,18,-2.6,-3,2
Cc1nc(NC(=O)CSc2nnc(N)s2)c(Cl)cc1Cl,0,-16,-3,-10,10,-7,1.1,1,5
CNC(=O)c1cn(-c2ccccc2)c(=O)c2ccccc12,2,2,-2,-4,13,14,3.3,-2,0
CC1(C)C/C(=N\O)c2cc3c(nc2C1)CCCC3,-8,2,7,-8,3,7,2.8,-3,0
Cc1ccc(CN(CC(=O)NC(C)(C)C)C(=O)CNC(=O)c2cccs2)cc1,1,2,9,2,-8,4,-0.3,3,0
O=C1NC(=O)C(CC(=O)N(Cc2ccco2)C2(C(=O)NC3CCCCC3)CCCCC2)N1 (stereo not drawn),-5,-7,2,6,nt,1,-0.7,-1,0
O=C(N/N=C/c1cc([N+](=O)[O-])ccc1Cl)c1cc(-c2ccccc2)nc2ccccc12,-1,4,4,1,?,-7,0.3,-4,0
COc1ccc(OCC(=O)NCCc2c[nH]c3ccccc23)cc1,-2,-1,1,10,-9,0,-2.4,-5,0
Cc1nn2c(c1-c1ccccc1)N=C(c1ccco1)CC2c1ccccc1 (stereo not drawn),6,54*,-2,-1,12,-3,6.3,0,2
CCCc1cc(C(=O)Nc2cc(C)on2)no1,1,8,11,2,0,-13,1.5,-2,6
O=C(c1ccc(Br)cc1)N1CCCc2ccccc21,-2,7,9,6,15,17,-0.5,1,1

# Already shown: an excerpt of the list.
SMILES,PP1 inh,core dimer inh,procasp3 activ,procasp7 counter,GASC-1 inh,VLA-4 inh,PP5 inh,CTSL1 counter,GRK2 inh
N#Cc1ccc(CSc2nnc(-c3cnccn3)o2)cc1,-2,1,4,13,7,-7,-2.2,-1,0
CCN(CC)CC(C)(C)NS(=O)(=O)c1ccc(Cl)cc1,-5,-1,-13,1,9,17,3.6,-4,0
Cc1ccc(C(=O)CC(C(=O)O)P(=O)(c2ccccc2)c2ccccc2)cc1 (stereo not drawn),-2,3,0,-6,6,5,-0.8,-1,0

# Remaining list, next part.
SMILES,PP1 inh,core dimer inh,procasp3 activ,procasp7 counter,GASC-1 inh,VLA-4 inh,PP5 inh,CTSL1 counter,GRK2 inh
CC(CCc1ccccc1)NC(=O)c1ccc(NC(=O)c2ccc(Cl)cc2Cl)cc1 (stereo not drawn),-1,5,-2,-3,-1,19,0.4,4,0
Cc1ccc(Cl)cc1N(C)C(=O)Cn1ncc2c([nH]c3ccccc32)c1=O,2,5,7,-6,3,10,2.9,1,0
c1ccc2c(c1)c1ccccc1n2CN1CCOCC1,2,1,-8,9,1,14,1.8,2,2
Cc1cccc(C(=O)Nc2ccc3c(c2)nc(C)n3C)c1,-1,6,1,5,-6,9,-0.1,-4,3
CCOc1ccc(S(=O)(=O)N2CCCCC2)cc1NC(=O)CN1C(=O)NC(CC)(c2ccccc2)C1=O (stereo not drawn),-2,16,0,0,21,4,1.9,-3,9
O=C(NC1CCCCCCC1)c1ccco1,-2,-5,1,-3,-9,5,-0.6,1,2
COC(=O)c1ccc(OCC(O)CN2CCN(C(=O)c3ccco3)CC2)cc1 (stereo not drawn),-1,8,-6,9,17,5,3.9,-2,0
CCN(CC(=O)NCc1cccs1)C(=O)/C=C/c1cc(Br)ccc1OC(F)F,-3,nt,-3,4,2,0,1.0,nt,0
Cc1cccc(-c2nc(CN3CCCC(C(=O)NC4CCCCC4)C3)c(C)o2)c1 (stereo not drawn),0,2,0,5,-1,-4,0.9,4,0
COc1cc(Cl)ccc1OCc1cc(C(=O)NC2CCc3ccccc32)no1 (stereo not drawn),0,7,9,1,1,-14,3.0,1,0
COc1ccc(/C(=N\Nc2ccccc2C(=O)O)c2ccccc2)cc1,3,20,-1,-1,5,5,4.6,-1,5
CCN(CC)c1ccc(CC(=O)NC(C)Cc2ccccc2)cc1 (stereo not drawn),-1,-7,-4,5,9,8,4.2,1,2
O=C(Nc1cccc(Cl)c1N1CCCC1)c1cccc(-c2cc3ccccc3oc2=O)c1,-1,23,5,13,-3,-6,-0.5,1,0
CNC(=O)CSc1nc(N)c2c3c(sc2n1)CCC3,1,-3,-7,2,-7,-9,1.3,1,2
O=C(CSC1=Nc2ccccc2C2=NC(CC(=O)N3CCN(c4ccccc4)CC3)C(=O)N12)NCC1CCCO1 (stereo not drawn),-2,19,-4,2,5,-9,1.5,3,2
CSc1nc2n(n1)C(c1cccs1)C1=C(CCCC1=O)N2 (stereo not drawn),1,-4,1,1,-1,13,0.0,3,0
COc1ccc(NCc2n[nH]nc2-c2ccccc2)cc1Cl,2,-6,-6,6,-3,4,2.0,1,5
CCOc1ccccc1CNC(=O)CNC(=O)c1cccs1,-2,-1,-2,1,-3,10,1.6,-2,0
Clc1ccc(-n2ncc3c(N4CCCCCC4)ncnc32)cc1,-2,-7,5,4,13,32,1.2,0,0
Cc1ccc(C2=NOC(C)(c3nnc(-c4ccccc4)o3)C2)cc1 (stereo not drawn),0,16,0,8,-15,30,1.5,-5,0
CCOc1ccc(C(=O)NC(=S)Nc2ccccc2N2CCOCC2)cc1Br,-1,2,1,1,0,30,2.2,2,nt
COc1ccc(N2C(=O)C3C(C2=O)C3(c2ccccc2)c2ccccc2)cc1 (stereo not drawn),-1,5,-13,-2,-5,-8,5.1,-2,1
O=C(N/N=C/c1ccccc1)c1cc(-c2ccc3c(c2)OCO3)n[nH]1,-1,0,0,-4,-3,4,0.6,7,4
Cc1[nH]c(C)c(S(=O)(=O)Nc2ccccc2Cl)c1C(=O)N1CCCC1,2,-5,5,0,0,17,2.7,-7,0
COc1ccc(S(=O)(=O)N2CCCCCC2)cc1C(=O)N(C)CC(=O)Nc1ccc(F)cc1,-16,-4,-7,7,-7,-5,3.3,-6,5
Cc1ccc(OCC(=O)NCc2ccc3c(c2)OCO3)c([N+](=O)[O-])n1,-3,-4,-2,-5,-15,-8,2.6,-2,3
CCOc1ccc2ccccc2c1C(=O)N[C@@H]1C(=O)N2[C@@H]1SC(C)(C)[C@@H]2C(=O)O,0&0,3&-9,-3&1,2&5,5,5&29,2.6&1.0,4&3,1&4
CC1CCC(NC(=O)CCS(=O)(=O)c2ccc3c(c2)CC(C)N3C(=O)C2CC2)CC1 (stereo not drawn),-3,-2,6,-11,6,-9,0.3,6,4
COC(=O)CSc1nccc(-c2cccs2)n1,-8,5,8,-2,-18,2,-1.4,-2,0
O=C1CCCc2nc(N3CCN(C(=O)c4ccco4)CC3)ncc21,-4,-4,4,2,-2,-16,1.1,0,0
CCCCOC(=O)c1ccccc1N1C(=O)C2C3CCC(C3)C2C1=O (stereo not drawn),-3,-1,4,-4,-2,3,0.7,-2,0
O=C(NC1CC(=O)N(c2ccc(F)cc2)C1)N1CCN(C(=O)c2ccco2)CC1 (stereo not drawn),1,0,2,3,0,10,-1.7,0,1
